GPR151 activ = activates the human receptor GPR151. activation, % at 11.2 µM. 650,000 compounds, 1% hits. Q8TDV0. PathHunter beta-arrestin GPR151 cells, luminescence; in the data active means activation above about 4.9%;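 further: 0% = median of compound wells and 100% = cells with positive control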
TEAD-YAP block = TEAD-YAP interaction inhibition | HEK-TIYL cells, TEAD-Gal4/YAP UAS-luciferase luminescence | inhibition, % at 9.12 µM | 640,000 compounds, 1.4% hits | AID 1259422; in the data active means inhibition above about 32%;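 further: 0% = median of test compound wells and 100% = reference inhibitor wells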
FBW7 act = activators of human E3 ligase FBW7; AlphaScreen FBW7–phospho-cyclin E peptide binding, activator screen; 650,000 compounds, 0.13% hits; normalized activity (activation), % at 26.1 µM; in the data active means normalized activity above about 1.9%;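 further: purified mutant Fbw7 with reduced substrate affinity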
Target sequence (Q969H0 whole entry, looked up): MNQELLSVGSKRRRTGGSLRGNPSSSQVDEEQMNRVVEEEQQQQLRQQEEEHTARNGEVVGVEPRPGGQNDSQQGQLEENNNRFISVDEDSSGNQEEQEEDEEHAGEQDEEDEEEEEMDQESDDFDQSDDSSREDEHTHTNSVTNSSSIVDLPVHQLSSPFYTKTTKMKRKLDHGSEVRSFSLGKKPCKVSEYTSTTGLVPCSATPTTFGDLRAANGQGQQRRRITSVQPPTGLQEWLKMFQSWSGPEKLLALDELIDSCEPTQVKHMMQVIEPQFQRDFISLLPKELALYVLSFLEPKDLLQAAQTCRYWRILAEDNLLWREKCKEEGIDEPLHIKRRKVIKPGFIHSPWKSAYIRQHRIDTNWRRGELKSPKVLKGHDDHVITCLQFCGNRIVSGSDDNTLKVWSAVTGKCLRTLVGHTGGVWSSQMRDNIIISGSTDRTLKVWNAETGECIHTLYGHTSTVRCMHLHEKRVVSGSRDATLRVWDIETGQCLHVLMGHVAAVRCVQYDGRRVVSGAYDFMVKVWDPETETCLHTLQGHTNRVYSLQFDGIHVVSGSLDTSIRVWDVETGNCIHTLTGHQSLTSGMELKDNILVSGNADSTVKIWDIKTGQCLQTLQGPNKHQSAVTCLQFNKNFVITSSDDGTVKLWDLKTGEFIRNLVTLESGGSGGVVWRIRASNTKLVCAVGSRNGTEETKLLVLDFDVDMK
MITF primary = inhibitors of human MITF; inhibition, % at 2.6 µM; AlphaScreen MITF homodimerization, bead proximity signal; O75030; AID 1259374; 650,000 compounds, 0.91% hits; in the data active means inhibition above about 50%;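 further: 0% = vehicle wells with protein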
* = called active by the depositor; . = not tested or not shown. Random draw from the library. About 3.4% of those tested had a hit in this group.

1	CCOc1ccc(C(=O)Nc2ccc(Cc3ccncc3)cc2)cc1[N+](=O)[O-]
2	CC(=O)O[C@@H]1CC2C(C)(C)C(=O)C3OC3[C@]2(C)C2CC[C@@]3(C)[C@H](c4ccoc4)OC(=O)C4OC43[C@@]21C (stereo partly drawn)
3	COc1ccc(-c2cn3c(C)c(C(=O)Nc4ccc(C)cc4C)sc3n2)cc1
4	Cc1sc(NC(=O)CSc2nnnn2C(C)C)c(C#N)c1C
5	COC(=O)N1CCc2c(sc(NC(=O)c3ccc(C)c(C)c3)c2-c2nc3ccccc3s2)C1
6	O=C(Nc1cccnc1)C1CC(O)CN1S(=O)(=O)c1ccc(F)cc1 (stereo not drawn)

compound no.	1	2	3	4	5	6
GPR151 activ	0.8	2.1	-1.4	-0.6	-0.2	0.3
TEAD-YAP block	-1	-1	-5	13	1	3
FBW7 act	0.2	-0.1	0.0	0.0	0.2	0.2
MITF primary	19	3	13	-2	15	5

Brought forward from above: 2 entries; new compounds follow.
5	COC(=O)N1CCc2c(sc(NC(=O)c3ccc(C)c(C)c3)c2-c2nc3ccccc3s2)C1
6	O=C(Nc1cccnc1)C1CC(O)CN1S(=O)(=O)c1ccc(F)cc1 (stereo not drawn)
7	Cc1ccc(-c2cc(-c3ccccc3)c(C#N)c(SCC(O)CS(=O)(=O)Cc3ccccc3)n2)cc1 (stereo not drawn)
8	CCN(CCn1cccn1)C(=O)Cn1nnnc1CN1C[C@@H](C)O[C@@H](C)C1
9	O=c1ccn(CCc2c[nH]c3ccccc23)c2c1CCCC2
10	CNCC(=O)N(C)c1c(N)n(Cc2ccccc2)c(=O)[nH]c1=O
11	COc1cccc(CN[C@H]2C[C@H]3C(=O)N4CCC[C@@H]4C(=O)N3C2)c1
12	CC(Oc1ccccc1F)C(=O)NNC(=O)C(c1ccccc1)c1ccccc1 (stereo not drawn)

compound no.	5	6	7	8	9	10	11	12
GPR151 activ	-0.2	0.3	-0.7	2.8	0.4	-1.6	0.5	0.1
TEAD-YAP block	1	3	7	2	-4	8	1	-2
FBW7 act	0.2	0.2	-0.2	0.1	0.0	-0.1	0.1	0.1
MITF primary	15	5	-4	-10	1	3	10	7

13	CCOC(=O)c1c(O)cc(C)cc1Nc1ccccc1
14	CCc1ccc(C(=O)COC(=O)c2ccc(OC)cc2)cc1
15	COc1ccc2oc(C(=O)c3ccccc3)c(NC(=O)CSc3ccccn3)c2c1
16	Cc1ccc(NC(=O)c2ccc(Cl)cc2Cl)cc1C
17	CCOC(=O)N/N=C(\C)CC(=O)Nc1ccccc1Cl
18	CC1=C(C(=O)OC(C)C)C(c2ccc(-c3ccc(Cl)cc3)o2)C(C(=O)OC(C)C)=C(C)N1

compound no.	13	14	15	16	17	18
GPR151 activ	-1.4	2.0	-0.8	0.3	-1.6	-0.2
TEAD-YAP block	-9	4	-16	0	-10	2
FBW7 act	0.3	0.4	0.1	0.3	0.2	-0.1
MITF primary	9	8	-2	4	14	-10

19	Cn1cc(Cl)c(C(=O)Nc2nc3ccccc3s2)n1
20	Cc1cccc(C)c1N(C)S(=O)(=O)c1ccc2[nH]cc(C(=O)NCc3cccnc3)c(=O)c2c1
21	COc1ccc(CCNC(=O)c2ccc3c(c2)nc(C)n3-c2cccc(C)c2)cc1OC
22	CCOc1cccc(C2c3c(oc4ccccc4c3=O)C(=O)N2c2nc(C)c(C)s2)c1 (stereo not drawn)
23	C=CCN(C(=O)CNS(=O)(=O)c1ccccc1)C(C(=O)NCCOC)c1ccncc1 (stereo not drawn)
24	COC(=O)CSCC(=O)N1N=C(c2cccs2)CC1c1ccc(C)cc1 (stereo not drawn)

compound no.	19	20	21	22	23	24
GPR151 activ	-8.6	2.5	-1.4	0.1	-0.4	1.4
TEAD-YAP block	-1	34*	0	-2	-6	3
FBW7 act	-0.2	0.0	-0.1	0.0	-0.1	0.2
MITF primary	-5	0	1	14	-5	3

25	COc1cccc(C2C(C#N)=C(N)Oc3cc(C)n(Cc4ccco4)c(=O)c32)c1OC (stereo not drawn)
26	CCNc1ncc(C)c(Nc2ccc(N3CCOCC3)cc2)n1
27	NC(=O)c1ccsc1NC(=O)c1oc2ccccc2c1COc1ccccc1
28	COc1ccc2[nH]cc(CCC(=O)O)c2c1
29	COc1ccc(C2=CC(c3ccc(F)cc3)n3ncnc3N2)cc1 (stereo not drawn)
30	CCS(=O)(=O)N1CCN(C(=O)c2ccccc2Cl)CC1

compound no.	25	26	27	28	29	30
GPR151 activ	-0.2	-0.1	2.8	0.0	-1.9	-1.2
TEAD-YAP block	9	-4	-64	-1	-14	-4
FBW7 act	-0.2	-0.1	0.5	0.4	-0.1	0.1
MITF primary	-1	3	-2	6	-1	19

31	COc1cc(C(C)=O)ccc1OCC(=O)Nc1nccs1
32	CC(C)c1ccc(/C=C2/C(=O)NN(c3ccccc3)C2=O)cc1
33	O=C(COc1ccccc1Cl)Nc1ccc2c(c1)OCCO2
34	O=C(NNC(=O)c1ccc(NC(=O)c2ccccc2)cc1)Nc1ccccc1
35	COc1ccc(S(=O)(=O)N(Cc2ccccc2)Cc2ccccc2)cn1
36	Cc1ccccc1C(=O)Nc1nc2c(s1)C(=O)CC(C)(C)C2

compound no.	31	32	33	34	35	36
GPR151 activ	-6.1	0.9	-0.3	0.7	2.0	-1.2
TEAD-YAP block	56*	0	5	2	-5	-46
FBW7 act	-0.1	-0.1	0.0	0.5	0.1	-0.1
MITF primary	8	18	8	23	-11	-11

37	Cc1ccc(/C=C2\N=C(c3ccccc3Cl)OC2=O)cc1
38	O=C(CCl)Nc1cn(-c2ccccc2)nc1-c1ccccc1
39	Cc1cnc(NC(=O)C(C)NCCN(C)C)s1 (stereo not drawn)
40	COc1ccc(/C=C/C(=O)c2cc3cccc(OC)c3oc2=O)c(OC)c1OC
41	Cc1ccc2oc(=O)c(CCC(=O)O)nc2c1
42	COCCn1c(C)c(C)n2c3c(=O)n(Cc4ccccc4F)c(=O)n(C)c3nc12

compound no.	37	38	39	40	41	42
GPR151 activ	0.1	0.5	0.1	0.5	1.5	0.0
TEAD-YAP block	-2	-8	3	-3	7	-1
FBW7 act	0.0	-0.1	-0.4	-0.1	0.0	0.3
MITF primary	-11	-1	4	-1	9	6

Next compounds follow.
Values run as follows: GPR151 activ | TEAD-YAP block | FBW7 act | MITF primary
43. CC(=O)c1c(C)[nH]c(C(=O)OCC(=O)Nc2ccc(S(=O)(=O)N(C)C)cc2)c1C
  -1.3 | 0 | -0.1 | 0
44. CC(C)=CC(=O)Nc1ccc(Br)cc1
  -1.3 | -68 | 0.4 | 8
45. Cc1ccsc1/C=C1N=C(/C=C/c2ccc([N+](=O)[O-])cc2)OC\1=O
  0.5 | 4 | 0.1 | 11
46. CCC(C)NC(=O)CSc1nnc(-c2cccnc2)n1-c1cccc(OC)c1 (stereo not drawn)
  -1.5 | 13 | 0.0 | -1
47. O=C(Nc1ccccc1)Nc1ccccc1C(=O)NCc1ccco1
  -1.1 | -6 | 0.0 | 5
48. Cc1cc(NCc2cccnc2)n2nc(C)c(-c3ccc(F)cc3)c2n1
  0.2 | 1 | -0.2 | -5
49. CCC1Sc2cc(S(=O)(=O)CCC(=O)Nc3ccc(F)cc3F)ccc2NC1=O (stereo not drawn)
  -0.8 | 2 | 0.0 | 10
50. Nc1[nH]c(N=NC(=O)c2ccc(F)cc2)c2ccccc12
  2.8 | -29 | -0.1 | 0
51. CCOC(=O)c1ccc2ncc(C(=O)OCC)c(NCCN3CCOCC3)c2c1
  0.8 | -4 | 0.1 | 5
52. CC(=O)c1cc2ccccc2o1
  1.5 | 1 | 0.3 | 7
53. C=C(C)CNC(=O)c1cc(COc2ccc(C(C)=O)cc2)on1
  -0.7 | -56 | 0.3 | 0
54. COc1cccc(-n2nc(C(=O)Nc3ccc(F)cc3)c3ccccc3c2=O)c1
  0.7 | -5 | 0.0 | 1
55. CCN1CCN(C(=O)CN(c2ccccc2OC)S(=O)(=O)c2ccc(C)cc2)CC1
  1.6 | -1 | 0.0 | -1
56. COc1cc(C2Nc3ccccc3-c3cc(C)nn32)ccc1O (stereo not drawn)
  0.0 | 11 | 0.0 | -6
57. CC(=O)Nc1ccc(NC(=O)c2ccc(CSc3ccccc3)o2)cc1
  -9.4 | -7 | 0.1 | 7

Entries of single compounds, quoted from the list:
CCC(C)NC(=O)CSc1nnc(-c2cccnc2)n1-c1cccc(OC)c1 (stereo not drawn) is entered as GPR151 activ: -1.5; TEAD-YAP block: 13; FBW7 act: 0.0; MITF primary: -1
CCOC(=O)c1ccc2ncc(C(=O)OCC)c(NCCN3CCOCC3)c2c1 is entered as GPR151 activ: 0.8; TEAD-YAP block: -4; FBW7 act: 0.1; MITF primary: 5
CC(=O)c1c(C)[nH]c(C(=O)OCC(=O)Nc2ccc(S(=O)(=O)N(C)C)cc2)c1C is entered as GPR151 activ: -1.3; TEAD-YAP block: 0; FBW7 act: -0.1; MITF primary: 0

Continuation:
Values run as follows: GPR151 activ | TEAD-YAP block | FBW7 act | MITF primary
58. S=C(Nc1nc2ccc3ccccc3c2s1)c1ccccc1
  0.1 | -22 | 0.5 | -13
59. Cc1ccc([N+](=O)[O-])c(OCCNCCN(C)C)c1
  0.3 | -7 | -0.2 | -2
60. C=CCN1C(=O)/C(=c2\sc3n(c2=O)C(c2cccs2)C(C(=O)OCC)=C(C)N=3)c2ccccc21 (stereo not drawn)
  0.3 | 8 | 0.1 | 2
61. Cc1ccc(C2(C(=O)N[C@@H](Cn3nc(C4CC4)ccc3=O)C(C)C)CC2)cc1
  -0.2 | 9 | -0.1 | 1
62. O=C(CC1CS(=O)(=O)CC1CC(=O)Nc1cccc(C(F)(F)F)c1)Nc1cccc(C(F)(F)F)c1 (stereo not drawn)
  1.1 | 9 | 0.0 | 5
63. COc1cc2nc(-c3cccc(N)c3)nc(Nc3ccccc3)c2cc1OC
  -0.2 | 19 | 0.1 | 24
64. NC(=O)c1ccc(NC(=O)CSc2ncnc3sc4c(c23)CCC4)cc1
  -1.4 | 2 | -0.2 | 3
65. CCOC(=O)CSc1nc2sc3c(c2c(=O)[nH]1)CC(C)(CC)OC3 (stereo not drawn)
  2.6 | 5 | 0.1 | -2
66. CN1CCN(CC(=O)N/N=C/c2ccc(F)c(F)c2)CC1
  -0.9 | 5 | 0.1 | 49
67. CN(Cc1ccn[nH]1)C(=O)CCc1nnc(-c2ccc(-c3ccccc3)cc2)o1
  -0.1 | 1 | -0.1 | 2
68. Cc1c(CNC2CCCC(C)C2C)c(C(=O)O)c(C)n1Cc1ccccc1 (stereo not drawn)
  0.3 | 12 | -0.1 | 11
69. Cc1ccc(S(=O)(=O)N2CCC(C(=O)OCCOc3cccc(C)c3)CC2)cc1
  1.1 | 0 | 0.0 | -1
70. CC(=O)N(C)c1ccc(NC(=O)c2ccc(C(C)(C)C)cc2)cc1
  1.1 | 14 | -0.3 | 4
71. O=C(Nc1ccc(F)cc1)C1CCCN1C(=O)OCc1ccccc1 (stereo not drawn)
  0.8 | 1 | -0.1 | -6
72. COc1ccccc1CNC(=O)c1ccccc1Br
  -1.0 | 5 | 0.3 | 8
73. Cc1cc(C)n2cc(CNC(=O)CCC3(Cc4ccc(Cl)cc4)CCC(=O)N3)nc2c1 (stereo not drawn)
  -1.4 | 7 | -0.1 | 21
74. O=C(N/N=C/c1cc(Br)ccc1O)C1C2CCCCC21 (stereo not drawn)
  -1.3 | -1 | -0.2 | -3
75. CC1CCN(C(=O)Cn2cc(OCc3ccccc3F)c(=O)cc2CO)CC1
  -1.2 | -3 | 0.0 | 7
76. CCC(=O)Nc1cc(C(=O)OCc2ccc(F)cc2)ccc1C
  -0.5 | 7 | 0.3 | 20
77. Nc1ncnc(Sc2nc3ccccc3o2)c1[N+](=O)[O-]
  0.5 | -6 | -0.9 | -6
78. COCc1nnc(NC(=O)C(C)(C)C)s1
  0.6 | -4 | -0.1 | -6
79. Cc1cc(N2CCN(c3ccc(F)cc3)CC2)nc(-n2nc(C)cc2C)n1
  -2.5 | 17 | -0.3 | -12
80. COC(=O)C1=C(C)NC2=C(C(=O)CC(c3ccc(OC)c(OC)c3)C2)C1c1cccc(C)c1 (stereo not drawn)
  -0.9 | 19 | 0.3 | -9
81. CC(C)CCNC(=O)CC(=O)NCCC(C)C
  2.5 | 1 | 0.1 | 6
82. COC(=O)c1cc(Oc2ncnc3scc(-c4ccc(C)cc4)c23)cc(C(=O)OC)c1
  -1.4 | 1 | -0.1 | -5
83. c1ccc2sc(CSC3=NCCN3)nc2c1
  3.6 | -29 | -0.5 | -3
84. CCCc1[nH]n(-c2ccc(F)cc2)c(=O)c1/C=N/N1CCN(C)CC1
  -1.1 | 3 | -0.1 | 13
85. CC(=O)c1ccc(NC(=O)/C(=C\c2ccc(Cl)cc2)NC(=O)c2ccco2)cc1
  -0.5 | 6 | 0.1 | 9
86. Cc1nnc(NCc2ccco2)c2ccccc12
  1.5 | -6 | -0.2 | 8
87. CC1(OC(=O)c2cccs2)C(=O)C=C2C=C(c3ccsc3)OC=C2C1=O (stereo not drawn)
  0.5 | . | -0.1 | 9
88. CCOc1ccc2nc(NCCNC(=O)C34CC5CC(CC(C5)C3)C4)c(C#N)cc2c1
  -1.2 | 5 | 0.4 | -20
89. Cc1ccc(-c2noc(C3CCCN(C(=O)Cc4cccs4)C3)n2)cc1 (stereo not drawn)
  -1.0 | -16 | 0.5 | -11
90. CC(=O)Oc1ccc(/C=C(\C#N)C(=O)Nc2ccc([N+](=O)[O-])cc2Br)cc1
  -0.9 | -12 | 0.9 | -6
